DRD3 agonist = activates the human D3 dopamine receptor | P35462 | D3R DiscoveRx beta-arrestin cells, luminescence, 90 min | max activation, % | 0.58% of 410,000 active | AID 652048; in the data active means max activation above about 30%; further: 0% is about no effect; mostly tested at two doses, the higher about 12 µM
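Agonist mode: compounds and dopamine controls were applied to plated cells for 90 min at 37 degrees C after an overnight attachment at 1500 cells/well. Luminescent read-out followed 30 - 60 minutes at room temperature with DiscoveRx detection reagent.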
aSyn yeast inh = alpha-synuclein toxicity inhibition in yeast. 0.14% of 370,000 active. Yeast expressing alpha-synuclein, growth rescue, BacTiter-Glo, 24 h. Potency, µM (top dose mostly 46.1 µM), for the others: at the top dose growth rescue (activation), hits mostly activators; further: potency means the concentration at half of the fitted maximal effect; % of control where 0% means no effect; nearly all actives have a fitted effect of over 65% in size
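Galactose-induced alpha-syn yeast (OD600=0.02, raffinose-pregrown) + pinned cpd, 24 hr, 30 deg C; growth by BacTiter-Glo luminescence. Growth restoration scores as activation.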
D3 antag = D3 dopamine receptor (human) antagonism; P35462; D3R cells, DiscoveRx beta-arrestin luminescence, antagonist mode; stronger effect = lower value; max response, negative = inhibition, %; 2.5% of 360,000 active; in the data active means max response below about -50%; inconclusive means no clear call, values can overlap the other calls; further: on the % scale 0 is the no-effect control and ±100 the full control effect; mostly tested at two doses, the higher about 12 µM
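Cells expressing the human receptor were seeded at 1500 cells/well, incubated overnight at 37 degrees C in 5% CO2, then exposed to library compounds with dopamine controls for 90 minutes at 37 degrees C before luminescent detection.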
GLP-1R agonist = agonists of human GLP-1 receptor; P43220; HEK293 GLP-1R CRE-luciferase, luminescence, 4-6 h; cells express a hypersensitive GLP-1R form; Potency, µM (doses to about 45.6 µM), without a hit: at the highest dose activation, usual class: activators; 0.007% of 380,000 active; AID 624172; further: potency means the concentration at half of the fitted maximal effect; % of control where 0% means no effect
GLP1R cytotox = cytotoxicity counter-screen for GLP-1 receptor inverse agonists | Potency, µM (series often up to 38.3 µM), for inactives: at the top dose activity change, negative = inhibition, usual class: inhibitors | HEK293 cAMP-luciferase reporter cells, luminescence, 24 h | 0.13% of 410,000 active;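 further: loss of luciferase light is scored as toxicity; potency means the concentration at half of the fitted maximal effect; on the % scale 0 is the no-effect control and ±100 the full control effect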
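Compound-treated cells are incubated 24 hr at 37 deg C under 5% CO2 after a 12 hour attachment period, then luciferase detection reagent is added and luminescence is measured following 12 min at room temperature; lowered signal indicates toxicity.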
PTHR1 ag = agonists of human PTHR1 parathyroid hormone receptor. Q03431. HEK293 GP2 PTHR1 cells, GloSensor cAMP luminescence, 1 h. Potency, µM (top dose mostly 115 µM), without a hit: top-dose activation, most hits filed as activators. 0.075% of 410,000 active; further: potency means the concentration at half of the fitted maximal effect; nearly all actives have a fitted effect of over 55% in size; some results filed as inactive show a strong effect at the top dose; inactives centre near -15; many of its hits are not listed in these tables
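HEK-293-derived GP2 cells expressing PTHR1 and a GloSensor cAMP reporter, 3,000/well, plated overnight, given luciferin plus IBMX (each 0.5 mM as added) for 1 h at 37 °C, then compound for 1 h at 37 °C. Luminescence was read after 15 min at room temperature.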
TDP43 rescue = TDP-43 toxicity inhibition in yeast; TDP-43 expressing yeast growth rescue, BacTiter-Glo, 24 h; Potency, µM (highest dose often 46.1 µM), for the others: at the highest dose growth rescue (activation), actives largely listed as activators; 1.8% of 410,000 active; further: potency means the concentration at half of the fitted maximal effect; % of control where 0% means no effect; nearly all actives have a fitted effect of over 50% in size
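In this qHTS, compounds that restore growth of yeast expressing TDP-43 appear as activators. Cells (OD600=0.02, galactose medium, raffinose-pregrown) are incubated with compound 24 hr at 30 deg C and growth is quantified by BacTiter-Glo.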
GLP1R inv ag = inverse agonists of human GLP-1 receptor; Potency, µM (doses to about 38.3 µM), for the others: at the highest dose activity change, negative = inhibition, usual class: inhibitors; 1.6% of 410,000 active; HEK293 GLP-1R CRE-luciferase, luminescence, 24 h; GLP-1R form is constitutively active; AID 624417; P43220; further: potency means the concentration at half of the fitted maximal effect; on the % scale 0 is the no-effect control and ±100 the full control effect; nearly all actives have a fitted effect of over 55% in size
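Assay principle: reduced luminescence from a cAMP-responsive reporter in HEK293 cells co-expressing a constitutively active GLP-1R. Conditions: 24 hr compound incubation, 37 deg C, 5% CO2.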
KB-V1 MDR tox = kills drug-selected multidrug resistant KB-V1 cells; KB-V1 MDR cells viability, CellTiter-Glo, 72 h; Potency, µM (series often up to 46.1 µM), inactives show at the highest dose activity change, negative = cytotoxicity, most hits filed as cytotoxic; 3.4% of 400,000 active; AID 1347076; further: potency means the concentration at half of the fitted maximal effect; on the % scale 0 is the no-effect control and ±100 the full control effect; nearly all actives have a fitted effect of over 60% in size
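Drug-selected KB-V1 cells, grown in DMEM lacking phenol red with 10% FBS, receive compound titrations; after three days at 37 degrees C, surviving cell ATP is quantified by CellTiter-Glo luminescence and responses normalized and curve-fitted.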
* hit, by the source's call; i = inactive; ? = inconclusive; . = no result given; [ ] = another dose, or the depositor's remark. Unless noted, the call rests on the fitted dose curve; in most records, active means well fitted curve in the direction sought with a large enough effect; inconclusive means small, poorly fitted or top-dose-only effect, or another doubt; inactive means no such curve, though single readings can be large; an effect the other way counts as inactive or inconclusive.

A first look:
SMILES	DRD3 agonist	aSyn yeast inh	D3 antag	GLP-1R agonist	GLP1R cytotox	PTHR1 ag	TDP43 rescue	GLP1R inv ag	KB-V1 MDR tox
CS(=O)(=O)N(CC(=O)NCCSCc1ccccc1)c1ccccc1	1	1%	11	16%	3%	i	-3%	-8%	0%
CCOC(=O)C1CCc2sc(N)c(C#N)c21 (stereo not given)	-18	2%	-17	-1%	3%	i	-5%	-24%	1%

This part in full (from the top)
SMILES	DRD3 agonist	aSyn yeast inh	D3 antag	GLP-1R agonist	GLP1R cytotox	PTHR1 ag	TDP43 rescue	GLP1R inv ag	KB-V1 MDR tox
CS(=O)(=O)N(CC(=O)NCCSCc1ccccc1)c1ccccc1	1	1%	11	16%	3%	i	-3%	-8%	0%
CCOC(=O)C1CCc2sc(N)c(C#N)c21 (stereo not given)	-18	2%	-17	-1%	3%	i	-5%	-24%	1%
COc1ccc(C(=O)n2nc(-c3ccco3)nc2N)cc1OC	-5	-6%	-8	-1%	0%	-7%	23%	5%	-1%
Cc1cc(C)n(-c2nc3ccccc3c(=O)n2OCC(N)=O)n1	2	-2%	2	0%	4%	i	-8%	0%	1%
CCc1ccc(S(=O)(=O)c2nnn3c2nc(NC(C)C)c2cc(Cl)ccc23)cc1	0	.	.	.	0%	i	21%	1%	6%
COc1ccc(NC(=S)N2CCN(S(=O)(=O)c3ccccc3)CC2)cc1	4	7%	3	2%	0%	i	0%	-7%	-1%
COc1ccc2c(CC(=O)O)cc(=O)oc2c1	-2	0%	10	11%	-8%	i	20%	16%	-1%
Cc1c2cnn(-c3ccccc3)c(=O)c2c(C)n1CCCC(=O)NCCN1CCN(C)CC1	3	-3%	0	5%	4%	30%	-25%	27%	?
CCCC(=O)Nc1ccccc1-c1nnc(SC)[nH]c1=O	-6	-3%	-27	-3%	20%	-9%	15%	36%[activator]	-3%
COc1ccccc1C(=O)NCCC(=O)N1CC(=O)Nc2ccccc21	-3	-6%	-18	4%	-14%	-2%[57.5 µM]	-11%	4%	-2%
O=C(COC(=O)c1ccncc1)NCc1ccccc1	6	-1%	11	-3%	5%	0%[57.5 µM]	6%	5%	11%
COCCCn1c(SCC(=O)NC2CCCCC2)nnc1-c1ccco1	5	-6%	0	13%	2%	0%	-3%	-1%	-17%
CCc1cc(-c2n[nH]c(C)c2-c2nc3ccccc3s2)c(O)cc1OCC(=O)NN	-4	-5%	-1	2%	5%	i	-5%[9.22 µM]	-18%	9%
Nc1cccc(C(=O)O)c1	4	-3%	13	-1%	2%	-13%	6%	-5%	7%
O=C(O)c1cc(-c2cccs2)nn1-c1ccc(F)cc1	-2	18%	5	-2%	9%	i	-18%[9.22 µM]	11%	16%
CC1CCCCN1S(=O)(=O)c1cn(C)c(=O)n(C)c1=O (stereo not given)	0	0%	22	-4%	2%	0%	19%	14%	5%
COc1ccccc1C(=O)OCC(=O)Nc1ccccc1OC(F)F	-2	10%	1	1%	6%	i	16%	13%	-5%
Cc1cccc(-c2cc3nc(C)cc(C)n3n2)c1	-2	-2%	-1	17%	-2%	-63%[inhibitor]	-13%	19%	8%
Cc1cc(C(=O)NCCN2CCOCC2)ccc1[N+](=O)[O-]	2	3%	-1	8%	0%	-24%	-6%	6%	15%
O=C(CNCc1ccco1)Nc1ccccc1-n1cccc1	13	2%	6	1%	6%	-22%[57.5 µM]	-2%	-11%	7%
Clc1ccc2c(c1)-c1c(cnc3cc(-c4ccccc4)nn13)CO2	1	.	.	0%	-2%	i	21%	11%	?
COc1cn(CC(=O)Nc2cccc(C)c2C)c(CN2CCCCC2)cc1=O	-9	.	.	.	0%	8%	8%	2%	.
CC(=O)NCc1nc2ccccc2n1Cc1ccccc1C	-10	0%	7	-1%	9%	-28%	4%	12%	19%
COc1ccc(C(=O)Nc2ccccc2C(=O)NC(C)C)cc1OC	4	-2%	13	23%	4%	i	19%	68%[activator]	-17%
Cc1ccc(Nc2nnc(SCC3CCCCO3)s2)cc1 (stereo not given)	3	-6%	12	12%	6%	-18%	?	?	?
COc1cccc(N2CCN(CC(=O)Nc3ccc(-n4cnnn4)cc3)CC2)c1	-6	2%	-10	8%	4%	i	-11%	47%[activator]	2%
COc1ccc(NC(=O)C(NC(=O)CC2NC(=O)NC2=O)c2ccccc2)cc1 (stereo not given)	4	0%	-20	2%	3%	i	-13%	16%	-17%
COc1ccc(S(=O)(=O)Nc2ccccc2C(=O)NN2CCOCC2)cc1OC	6	-3%	0	2%	56%[activator]	10%	-8%	12%	-14%
COc1ccccc1NC(=O)c1oc2ccccc2c1NC(=O)Cc1cccs1	3	.	.	.	-5%	-21%	8%	-1%	0%
CC(C)(C)C(=O)NCC12C=CC(O1)C1C(=O)N(c3ccccc3)C(=O)C12 (stereo not given)	-9	-76%[inhibitor]	-21	-9%	12%	-25%[57.5 µM]	?	0%	0%
CC(=O)c1ccc(N2CCc3ccccc3C2)c([N+](=O)[O-])c1	4	0%	-1	-2%	-19%	-16%	22%	3.2µM*	30%
COC(=O)[C@H](Cc1ccccc1)NC(=O)Cn1cnc2c(OCc3ccccc3)ncnc21	0	-4%	-7	5%	-6%	-17%	2%	-2%	-1%
CCCn1nnnc1SCC(=O)NNC(=O)c1ccco1	3	2%	-2	-8%	1%	i	10%	-14%	0%
O=C(Nc1cccc(NC(=O)c2cccs2)c1)c1ccc(Br)cc1	-12	-10%	5	8%	-25%	i	.	?	?
CCc1ccc2[nH]c(=O)c(CN(Cc3ccc4c(c3)OCO4)C(=O)c3ccco3)cc2c1	5	-9%	9	1%	-12%	-78%[inhibitor][57.5 µM]	2%	-29%	-3%
CCOc1ccc(-c2noc(CCCC(=O)NC3CCCC3)n2)cc1OC	-16	-1%	-7	14%	17%	i	-4%	0%	8.2µM*
COC(=O)c1nnn(-c2ccc(Cl)cc2)c1C(=O)OC	-6	.	.	.	8%	?	-4%	12%	8%
Cc1nc(SCC(=O)Nn2c(-c3ccccc3)nc3ccccc3c2=O)n[nH]1	9	0%	33	7%	2%	i	3%	1%	?
CCOc1ccc(NC(=O)CN(C)CC(=O)NC(C)c2ccccc2)cc1OCC (stereo not given)	5	0%	-1	7%	-5%	-21%	25%	23%	?
CN(Cc1ccccc1)c1oc(COc2ccccc2F)nc1C#N	-7	?	2	8%	6%	i	?	?	24%
Cc1cc2cc(CN(Cc3cccs3)C(=S)NCC3CCCO3)c(=O)[nH]c2cc1C (stereo not given)	2	7%	22	6%	-19%	-5%	1%	?	?
O=C(NC1CC2CCC(C1)N2C(=O)NCc1ccccc1)C1CC1 (stereo not given)	0	1%	-11	8%	0%	i	6%	1%	2%
CC(=O)c1ccc(N2CCN(S(=O)(=O)c3cn(C)c(C)n3)CC2)cc1	-4	-3%	-21	10%	2%	13%	-6%	25%	-8%
CCn1cc(C(=O)NCc2ccccc2)c(=O)c2cc(S(=O)(=O)N3CCOCC3)ccc21	-2	.	.	-1%	2%	?	9%	0%	-12%
CC(=O)c1ccc(N2CCN(S(=O)(=O)c3ccc4c(c3)NC(=O)CC(=O)N4)CC2)cc1	2	1%	2	-1%	0%	-2%	?	7%	15%
O=C(NCCCO)/C(=C\c1ccco1)NC(=O)c1ccc(Br)o1	-5	-4%	?	1%	-21%	i	-19%	2%	16%
O=c1[nH]ncn1-c1ccccc1	5	4%	16	0%	-6%	i	-9%	-3%	8%
FC(F)(F)c1cccc(Cn2c3[n+](c4ccc(C(F)(F)F)cc42)CCCCC3)c1	-5	2%	-8	1%	?	i	-4%	?	-14%
CCOC(=O)c1c(NC(=O)c2cc(OC)c(OC)c(OC)c2)sc2c1CCCC2	-13	.	.	.	-5%	9%	-5%	2%	.
CCCC(=O)Nc1cccc(NC(=O)CN2CCN(c3ccccc3OC)CC2)c1	-14	-6%	-9	1%	15%	-17%	12%	-21%	2.6µM*
Cc1c(Cl)cccc1N1C(=O)C2ON(c3ccccc3)C(c3cccnc3)C2C1=O (stereo not given)	5	11%	15	-14%	2%	-6%[57.5 µM]	?	0%	4%
Cc1noc(/C=C/N(C)C)c1S(=O)(=O)N1CCCC(C(=O)NCc2ccc(Cl)cc2)C1 (stereo not given)	5	-1%	-5	-8%	-20%	-11%	-10%	0%	?
C#CCNC(=O)C[C@@H]1C[C@@]2(C(=O)OCC)CCCC=C2N(Cc2ccc(Cl)cc2Cl)C1=O	1	7%	5	6%	-1%	i	4%	?	?
O=c1c(Cc2c(F)cccc2Cl)c(O)ccn1Cc1ccc2c(c1)OCO2	-3	1%	-1	-2%	1%	i	-4%	28%	5%
COC(=O)c1sccc1-n1cc2c(c1-c1ccccc1)c(=O)n(C)c(=O)n2C	-7	-9%	0	-4%	-2%	16%	-1%	9%	0%
Cc1ccc(Cl)cc1-n1ncc2c(N3CCN(Cc4ccccc4)CC3)ncnc21	-4	.	.	.	-9%	-94%[inhibitor]	-11%	2%	?
CCOc1cc(C2C3=C(CC(C)(C)CC3=O)Nc3n[nH]c(C)c32)ccc1O (stereo not given)	1	1%	12	7%	-5%	i	-4%	25%	28%
CC(=O)c1c(N)n(C)c(=O)n(C)c1=O	1	-8%	5	-1%	-3%	-10%[57.5 µM]	-5%	25%	5%
CC(C)(C)c1ccc(C(=O)NCC(c2cccnc2)N2CCc3ccccc3C2)cc1 (stereo not given)	-9	.	.	.	-22%	-38%	22µM*	?	0%
CCOC(=O)Cc1nnn(CC(=O)OCC)n1	-2	-1%	-13	-20%	20%	-2%[57.5 µM]	-2%	0%	2%
CC1=C(C(=O)N(C)C)CC(CC(=O)NCCN2CCOCC2)C(=O)N1CCC1=CCCCC1 (stereo not given)	-8	14%	-7	1%	-5%	-25%	22%	20%	-9%

Not all compounds are listed; count on the stated rates, not on these rows.
